OX1R antagonist = blocks the human orexin 1 receptor; 330,000 compounds, 0.43% hits; CHO/OX1R cells, Fluo-8 calcium fluorescence, orexin A; O43613; inhibition, % at 5 µM;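 active means inhibition above its plate's threshold, mean inhibition of all tested compounds on the plate plus 3 SD, cut at about 37% in these data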;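 further: 0% = orexin A challenge wells and 100% = SB-334867-A antagonist wells; not every result past the cut was called active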
Target sequence (O43613 whole entry, looked up): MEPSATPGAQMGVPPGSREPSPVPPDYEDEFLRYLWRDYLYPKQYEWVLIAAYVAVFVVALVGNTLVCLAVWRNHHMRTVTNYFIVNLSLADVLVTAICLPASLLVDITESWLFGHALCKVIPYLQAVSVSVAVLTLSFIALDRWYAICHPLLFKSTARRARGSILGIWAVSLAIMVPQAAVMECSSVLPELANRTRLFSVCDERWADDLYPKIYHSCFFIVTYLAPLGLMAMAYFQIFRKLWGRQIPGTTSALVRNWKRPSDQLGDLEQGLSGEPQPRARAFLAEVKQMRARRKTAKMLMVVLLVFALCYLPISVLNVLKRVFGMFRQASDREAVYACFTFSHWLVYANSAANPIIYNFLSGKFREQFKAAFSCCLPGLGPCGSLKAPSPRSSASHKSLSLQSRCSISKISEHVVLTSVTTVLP
CHT PAM = human CHT allosteric activation. Q9GZV3. CHT-expressing cells, membrane potential dye, choline EC20; hits give high values; LV-AA mutant CHT in HEK293 cells. B-score at 10 µM. 310,000 compounds, 0.49% hits. AID 488977;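 active means initial fluorescence not abnormally high and integrated response B-score, plate-corrected, over 3 SD above library mean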
Target sequence (Q9GZV3 whole entry, looked up): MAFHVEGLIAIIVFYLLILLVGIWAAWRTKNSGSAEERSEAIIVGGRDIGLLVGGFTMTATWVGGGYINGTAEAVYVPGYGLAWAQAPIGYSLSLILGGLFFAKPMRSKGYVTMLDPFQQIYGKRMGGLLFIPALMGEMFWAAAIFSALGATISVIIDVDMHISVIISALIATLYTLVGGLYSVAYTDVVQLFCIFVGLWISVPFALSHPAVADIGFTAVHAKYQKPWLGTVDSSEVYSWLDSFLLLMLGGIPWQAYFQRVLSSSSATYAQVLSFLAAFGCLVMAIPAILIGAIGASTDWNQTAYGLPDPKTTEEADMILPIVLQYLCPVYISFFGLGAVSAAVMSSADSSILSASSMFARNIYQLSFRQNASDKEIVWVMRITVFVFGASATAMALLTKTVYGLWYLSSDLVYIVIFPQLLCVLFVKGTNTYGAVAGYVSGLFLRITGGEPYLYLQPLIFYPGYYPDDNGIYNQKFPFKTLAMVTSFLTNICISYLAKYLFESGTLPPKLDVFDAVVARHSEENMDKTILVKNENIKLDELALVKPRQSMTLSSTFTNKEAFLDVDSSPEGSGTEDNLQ
* hit, by the source's call; i = inactive; . = not tested or not shown.

Start of the listing, in advance, 14 compounds:
Structure	OX1R antagonist	CHT PAM
Cc1sc2nc(CSc3ccccc3)nc(N3CCC(C(N)=O)CC3)c2c1C	-44	i
COc1cccc2c1OCC(CN1CCN(CCC(C)C)C(CCO)C1)=C2 (stereo not drawn)	-17	i
Cc1ccc2nc(SCC(=O)Nc3cc(C(F)(F)F)ccc3N3CCOCC3)[nH]c2c1	-9	i
O=C(CSc1ccc(S(=O)(=O)N2CCOCC2)cn1)Nc1ccc(F)c(F)c1	35	.
O=C(CN1C(=O)c2ccccc2S1(=O)=O)Nc1ncc(Cl)cc1Cl	-27	.
O=C(CN1CCN(CC(=O)Nc2ccccn2)CC1)Nc1ccccn1	7	i
Cn1c(=O)[nH]c(=O)c2c1nc(N1CCCCC1)n2CCSc1ncccn1	-6	8*
Cc1ccc(C(=O)C(C)Oc2ccc3ccc(=O)oc3c2)cc1 (stereo not drawn)	-25	i
COCCCn1c(=O)c2sccc2n(Cc2cccc(F)c2)c1=O	1	i
COc1cc(/C=C/C(=O)OCC(=O)Nc2oc(C)c3c(C)n[nH]c(=O)c23)ccc1OC(F)F	-29	i
CC(C)(C)C(=O)[C@@H]1[C@@H]2C(=O)N(c3ccc4c(c3)OCCO4)C(=O)[C@@H]2C2c3ccccc3C=CN21 (stereo partly drawn)	6	i
C=C(C)CNC(=S)/N=c1\scc(C)n1CC	-5	i
CCN1C(=O)c2cccc3c(NC(=O)C4CCCCC4)ccc1c23	-6	i
COc1ccc(S(=O)(=O)N(C)CC(=O)NCc2ccc3c(c2)OCO3)cc1	-14	i

The whole of this part, repeating the preview:
Structure	OX1R antagonist	CHT PAM
Cc1sc2nc(CSc3ccccc3)nc(N3CCC(C(N)=O)CC3)c2c1C	-44	i
COc1cccc2c1OCC(CN1CCN(CCC(C)C)C(CCO)C1)=C2 (stereo not drawn)	-17	i
Cc1ccc2nc(SCC(=O)Nc3cc(C(F)(F)F)ccc3N3CCOCC3)[nH]c2c1	-9	i
O=C(CSc1ccc(S(=O)(=O)N2CCOCC2)cn1)Nc1ccc(F)c(F)c1	35	.
O=C(CN1C(=O)c2ccccc2S1(=O)=O)Nc1ncc(Cl)cc1Cl	-27	.
O=C(CN1CCN(CC(=O)Nc2ccccn2)CC1)Nc1ccccn1	7	i
Cn1c(=O)[nH]c(=O)c2c1nc(N1CCCCC1)n2CCSc1ncccn1	-6	8*
Cc1ccc(C(=O)C(C)Oc2ccc3ccc(=O)oc3c2)cc1 (stereo not drawn)	-25	i
COCCCn1c(=O)c2sccc2n(Cc2cccc(F)c2)c1=O	1	i
COc1cc(/C=C/C(=O)OCC(=O)Nc2oc(C)c3c(C)n[nH]c(=O)c23)ccc1OC(F)F	-29	i
CC(C)(C)C(=O)[C@@H]1[C@@H]2C(=O)N(c3ccc4c(c3)OCCO4)C(=O)[C@@H]2C2c3ccccc3C=CN21 (stereo partly drawn)	6	i
C=C(C)CNC(=S)/N=c1\scc(C)n1CC	-5	i
CCN1C(=O)c2cccc3c(NC(=O)C4CCCCC4)ccc1c23	-6	i
COc1ccc(S(=O)(=O)N(C)CC(=O)NCc2ccc3c(c2)OCO3)cc1	-14	i
C=CCOc1ccccc1CN1CCC(Cc2ccccc2)CC1	-23	i
C=C(C)c1cccc(C(C)(C)NC(=O)NC2CC(C)(C)NC(C)(C)C2)c1	-18	i
COc1ccc(/C=N/Nc2cc(OC)ncn2)cc1	26	i
Fc1ccc(C2=Nc3cccc4cccc(c34)N2)cc1	0	i
Cc1cc(C(=O)OCC(=O)Nc2ccc(S(N)(=O)=O)cc2)c2ccccc2n1	-11	i
CC(NC(=S)Nc1ccc(Cl)cc1)C(c1ccccc1)N1CCOCC1 (stereo not drawn)	-39	i
Cn1c(SCC(=O)N2CCOCC2)nnc1-c1cccc(NC(=O)c2ccccc2)c1	-7	i
CCCC(=O)Nc1ccc2oc(=O)ccc2c1	-9	i
O=C(CN1CCN(c2ccc(F)cc2)CC1)NCc1cccs1	-13	i
O=[N+]([O-])c1ccccc1COc1ccc(Cl)c2cccnc12	-18	i
CCOC(=O)CC1C(=O)NCCN1S(=O)(=O)c1ccc(Cl)c(Cl)c1 (stereo not drawn)	-13	i

More compounds follow:
Structure	OX1R antagonist	CHT PAM
O=C(NCc1ccc2c(c1)OCO2)c1cccs1	-13	i
CCOC(=O)c1csc(-c2ccc([N+](=O)[O-])cc2)n1	0	i
CC1Cc2ccccc2N1C(=O)CN1CCN(S(=O)(=O)c2cccs2)CC1 (stereo not drawn)	-17	.
COCCn1nnnc1C(C(C)C)N1CCC(Cc2ccccc2)CC1 (stereo not drawn)	-23	i
Cc1[nH]c2ccccc2c1C(=O)COC(=O)c1ccc2c(=O)n3c(nc2c1)CCC3	-18	i
COc1ccc(CNC(=O)COC(=O)c2ccccn2)cc1	-16	i
CCOc1ccc(N2C(=O)CN(O)C=C3N=c4ccccc4=C32)cc1	-20	i
COc1ccc(Br)cc1C(=O)Nc1cccc(C)c1C	-21	i
CCC1Oc2ccccc2N(CC(=O)N2CCOCC2)C1=O (stereo not drawn)	-4	i
O=C(NCc1ccco1)c1cccc(N2CCCC2=O)c1	-9	i
O=C(Cn1c(N2CCN(c3ccccc3)CC2)nc2ccccc21)c1ccccc1	-23	i
O=C(Cn1ccc2ccccc2c1=O)NCC(=O)N1CCN(c2ccccc2F)CC1	-16	i
O=C1c2ccccc2C(=O)N1CCCCN(C(=O)c1cc([N+](=O)[O-])cc([N+](=O)[O-])c1)c1ccc(Cl)cc1	-7	i
O=C(C1CC1)N1CCCC(c2ccc(Cl)cc2)=N1	-19	i
CC(=O)Nc1ccc(NC(=O)CSc2nnc(C)c(=O)[nH]2)cc1	3	i
O=C(COC(=O)c1cc2ccccc2o1)c1ccccc1	-19	i
Cc1cc(C)cc(NC(=O)C2(c3ccccc3)CC2(Cl)Cl)c1 (stereo not drawn)	13	i
Cc1ccc(CNS(=O)(=O)c2ccc3c(c2)NC(=O)CS3)cc1	-20	i
Nc1nc(N)nc(COc2ccccc2)n1	-10	i
O=C1NC[C@@H](Cc2cccc3ccccc23)N(CCC23CC4CC(CC(C4)C2)C3)C1=O	-36	i
COc1ccccc1-c1nnc(NC(=O)c2cccc(N3C(=O)CCC3=O)c2)o1	8	i
CN(C(=O)c1ccccc1)c1nc2ccccc2s1	-21	i
Cc1ccc(C(C)C)cc1OCCN1CCCC1	-22	i
CC(/C=C/c1ccco1)=N\NC(=O)c1cc(C)[nH]n1	-6	i
CC(C(=O)N1CCCC1)c1ccc([N+](=O)[O-])cc1 (stereo not drawn)	-7	i

Going on with the list:
Structure	OX1R antagonist	CHT PAM
O=C(O)CC(NNC(=O)c1ccccc1)C(=O)Nc1cccc([N+](=O)[O-])c1 (stereo not drawn)	-26	i
Cc1nc2c(-c3ccccc3)c(C)[nH]n2c(=O)c1Cl	-8	i
COc1ccccc1N1CCN(C/C(O)=C(\C#N)c2nc(-c3ccccc3)cs2)CC1	-8	i
Cc1cc(C(=O)N/N=C2\CCCc3ccccc32)c(C)o1	2	i
CN(CCOc1ccc(Cl)cc1)C(=O)C1CCN(C(=O)c2ccc(Cl)cc2)CC1	-27	i
CCCc1nnc(NC(=O)CCC(=O)N2CCN(S(=O)(=O)c3ccc(C)cc3)CC2)s1	-29	i
O=S(=O)(c1ccccc1)c1nc(NC2CC2)sc1Cl	-23	i
Cc1cccc(C2c3[nH]c4ccccc4c3CCN2C(=O)c2cc3c([nH]c2=O)CCCC3)n1 (stereo not drawn)	-19	i
CCOC(=O)CNc1nc(Cl)c(C#N)s1	9	i
O=C(O)c1ccc2c(c1)C(=O)N(c1cc([N+](=O)[O-])ccn1)C2=O	0	i
Cc1nnn(C23CC4CC(CC(C4)C2)C3)n1	-23	i
CCN(CC(=O)NCCc1ccccc1)S(=O)(=O)c1ccccc1	-25	i
O=S(=O)(CCN1CCOCC1)c1ccc(OC(F)(F)F)cc1	-5	i
C[C@@H]1C[C@@H]2O[C@H]2/C=C\C=C\C(=O)Cc2c(Cl)c(O)cc(O)c2C(=O)O1	-15	i
O=C(NCc1cccc(F)c1)C1CCN(S(=O)(=O)Cc2ccccc2)CC1	-13	i
COC(=O)/C=C1\N/C(=N\c2nc(C)cc(C)n2)N(c2ccc(C)c(C)c2)C1=O	-18	i
CCCCOC(=O)N/N=C/C=C/c1ccccc1	-11	i
Cc1c(C(=O)N2CCN(C/C=C/c3ccccc3)CC2)oc2c(F)cccc12	-43	.
CN(c1ccccc1)c1nc(N)c([N+](=O)[O-])c(N2CCCCC2)n1	-22	i
Cc1ccc(SCCC(=O)N2CCCC2)cc1	-12	i
S=c1[nH]nc(-c2ccncc2)n1/N=C/c1cn(-c2ccccc2)nc1-c1ccc(Cl)cc1	-29	i
CCCCn1c(N)c(N(CC(C)C)C(=O)Cn2c(=O)oc3ccccc32)c(=O)[nH]c1=O	-4	i
CCOc1ccc2nc(SCC(=O)NCc3ccc4c(c3)OCO4)[nH]c2c1	-28	i
Cc1c(C)c2ccc(OC(C)C(=O)N[C@@H](Cc3c[nH]c4ccccc34)C(=O)O)c(C)c2oc1=O (stereo partly drawn)	0	i
Nn1c(SCC(=O)NCCC2=CCCCC2)nnc1C1CCCCC1	-23	i

(cont.)
Structure	OX1R antagonist	CHT PAM
Cc1ccc(OCCNC(=O)CN2C(=O)NC3(CCCC3)C2=O)cc1	-1	i
COc1ccc(S(=O)(=O)n2nc(OC(=O)c3ccc(C)cc3)cc2N)cc1	-9	i
COc1ccc2cc(C(=O)N(C)CC(=O)Nc3ccccc3Br)ccc2c1	-17	.
N#C/C(C(=O)N1CCOCC1)=C1/SC(Cc2ccccc2Cl)C(=O)N1c1ccccc1 (stereo not drawn)	-14	i
O=C(O)c1cccc(CN2C(=O)SC(Nc3cccc4ccccc34)C2=O)c1 (stereo not drawn)	-7	i
C=CCn1c(=N)n(CC(O)COc2ccc(OC)cc2)c2ccccc21 (stereo not drawn)	-28	i
COc1ccc(Cl)cc1N1CC(c2nc3ccccc3[nH]2)CC1=O (stereo not drawn)	-27	i
Cc1ccc(C(=O)CN(CCCC(N)=O)S(=O)(=O)c2ccc([N+](=O)[O-])cc2)cc1	-3	i
CN(C)CCCN(C(=O)c1ccco1)c1nc2c(F)cc(F)cc2s1	-24	i
COc1ccccc1N(CC(=O)N/N=C/c1ccc(C(=O)O)cc1)S(=O)(=O)c1ccc(C)cc1	-28	i
COc1ccc(C2C(C#N)=C(N)Oc3n[nH]c(C)c32)cc1CN1CCN(c2ccc(F)cc2)CC1 (stereo not drawn)	-25	i
Cc1cccc(NC(=O)C23CCC(C)(C(=O)O2)C3(C)C)c1 (stereo not drawn)	-4	i
CCn1c2ccccc2c2cc(NC(=O)c3cccc(OC)c3)ccc21	97*	i
CC1=NN(c2ccccc2)C(=O)/C1=C/c1cccs1	-13	i
O=C1C2CCCN2C(c2ccc(F)c(F)c2)N1c1cccc(Cl)c1 (stereo not drawn)	-7	i
CCc1ccc(C(=O)NNC(=O)c2ccc(OCC(=O)N3CCOCC3)c(OC)c2)cc1	-4	.
CC1CCCCC1NC(=O)CC1Oc2ccccc2NC1=O (stereo not drawn)	-7	i
N#Cc1ccc(OCC(=O)N2CCN(C(=O)c3ccco3)CC2)cc1	0	.
CC(C)(C)c1ccc(C(=O)N/N=C/c2cccc(Cl)c2)cc1	-24	i
CC(=O)c1sc2nc(CSc3nncn3C)[nH]c(=O)c2c1C	-5	i
CS(=O)(=O)N1CCN(c2ccnc3cc(Cl)ccc23)CC1	-18	i
CCCOC(=O)CCCCCCCCC(O)CN1CCCCC1 (stereo not drawn)	-22	i
COCCNC(=O)c1cc(-c2cccnc2)nc2ccc(Br)cc12	-19	i
Cc1ccc(SCC(=O)NNC(=O)c2ccccc2)cc1C	-6	i
Cc1ccccc1NC(=O)c1cc(S(=O)(=O)Nc2cccc(C(=O)O)c2)ccc1Cl	-7	i

Entries above printed as active in OX1R antagonist.
smiles | OX1R antagonist
CCn1c2ccccc2c2cc(NC(=O)c3cccc(OC)c3)ccc21 | 97*

Additional records.
Structure	OX1R antagonist	CHT PAM
Cc1ccc(NC(=S)NNC(=S)NC2CCCCC2)cc1	-31	i
COc1ccc(CCC(=O)Nc2nnc(C(C)(C)C)s2)cc1	-32	i
C=CCN1C(=O)[C@@H]2Cc3c([nH]c4ccccc34)C(c3cc(OC)c(OC)c(OC)c3)N2C1=S (stereo partly drawn)	19	i
O=C1CC(c2cccnc2)c2cc3c(cc2N1)OCO3 (stereo not drawn)	6	i
O=C(c1ccccc1)c1cc2ccccc2o1	-3	i
S=C(NCc1ccccc1)Nc1ccc(Oc2ccccc2)cc1	-9	i
CCOC(=O)C1(Cc2cccc(Cl)c2)CCCN(C(=O)C2CC2)C1 (stereo not drawn)	-25	i
CCCCNC(=O)COC(=O)CNC(=O)c1cc(Cl)cc([N+](=O)[O-])c1	-9	i
Cc1cc(C)c2[nH]c(C(=O)Nc3ccc(F)cc3Br)cc2c1	-22	i
COCCNC(=O)Cn1nc(C)c([N+](=O)[O-])c1C	-13	i
COc1ccc(C)cc1S(=O)(=O)N(C)CC(=O)N1CCN(C)CC1	-1	i
COc1ccc(C(=O)NCc2csc(-c3cccs3)n2)cc1	-28	i
O=C(NN1C(=O)NC2(CCCCC2)C1=O)c1ccc(-c2ccc(Cl)cc2)o1	-13	.
COc1ccccc1N1CCN(C2CCCN(C(=O)c3ccoc3C)C2)CC1 (stereo not drawn)	-24	i
CCN1C(=O)CC(NC2CCN(C(=O)c3ccc(F)cc3)CC2)C1=O (stereo not drawn)	-1	i
O=C(CN1CCOCC1)Nc1ccc(C2CCCCC2)cc1	-7	i
COc1ccc(NC(=O)Nc2ccc3nsnc3c2)cc1	28	i
CCN(/C=N/c1sc2c(c1C#N)CCCCC2)CC	-17	i

Rows are unselected (roughly 0.83% active in at least one column).
